# KCNQ2 inh – KCNQ2 channel blockers in CHO-K1 cells – cell-based, FluxOR thallium flux, B-score, primary screen (AID 2156); 20 min; hits give low values; B-score at 10 µM; hit rate 1.1% among 310,000;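 active means fluorescence ratio B-score at most minus 3 library SDs, with starting brightness B-score within 2 library SDs, cut at about -5.5 in these data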
# CHT block – human CHT choline transport inhibition; AID 488975; CHT-expressing cells, membrane potential dye, choline response; hits give low values; hit rate 0.86% among 310,000; B-score at 10 µM; Q9GZV3;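 active means B-score over 3 SD under the library average, and starting fluorescence ratio not unusually high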;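 further: choline stimulus applied at its EC90 after an EC20 pre-addition; B-score computed on integrated fluorescence ratio after choline addition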
# Target sequence (Q9GZV3 whole entry, looked up): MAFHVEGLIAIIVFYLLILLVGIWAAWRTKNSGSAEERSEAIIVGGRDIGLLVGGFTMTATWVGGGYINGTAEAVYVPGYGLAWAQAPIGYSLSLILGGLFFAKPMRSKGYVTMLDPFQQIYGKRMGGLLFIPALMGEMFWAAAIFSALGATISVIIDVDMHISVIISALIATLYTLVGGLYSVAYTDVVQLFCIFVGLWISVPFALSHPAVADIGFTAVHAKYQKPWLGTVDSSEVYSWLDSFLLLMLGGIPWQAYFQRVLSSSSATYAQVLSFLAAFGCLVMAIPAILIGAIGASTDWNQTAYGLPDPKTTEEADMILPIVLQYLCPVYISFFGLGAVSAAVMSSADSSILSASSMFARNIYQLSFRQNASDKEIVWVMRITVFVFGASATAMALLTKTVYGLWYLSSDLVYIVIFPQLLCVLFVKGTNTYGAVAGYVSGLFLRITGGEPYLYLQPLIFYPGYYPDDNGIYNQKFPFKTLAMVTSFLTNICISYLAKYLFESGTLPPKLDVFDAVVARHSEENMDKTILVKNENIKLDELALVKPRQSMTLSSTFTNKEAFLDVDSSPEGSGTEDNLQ
# Kir21 inh – blocks the mouse Kir2.1 inward-rectifier potassium channel; P35561; HEK293-Kir2.1, FluxOR thallium flux fluorescence; hits give low values; B-score at 10 µM; hit rate 0.85% among 310,000;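 active means fluorescence ratio B-score at or below minus 3 SD of library scores, with starting-brightness B-score within 2 SD, cut at about -4.2 in these data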;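 further: channel flux triggered by added potassium and thallium sulfate stimulus; B-score of peak minus minimum fluorescence over baseline after thallium stimulus; more negative B-score means stronger Kir2.1 block with less thallium influx; some compounds called inactive have numbers as strong as hits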
# Target sequence (P35561 whole entry, looked up): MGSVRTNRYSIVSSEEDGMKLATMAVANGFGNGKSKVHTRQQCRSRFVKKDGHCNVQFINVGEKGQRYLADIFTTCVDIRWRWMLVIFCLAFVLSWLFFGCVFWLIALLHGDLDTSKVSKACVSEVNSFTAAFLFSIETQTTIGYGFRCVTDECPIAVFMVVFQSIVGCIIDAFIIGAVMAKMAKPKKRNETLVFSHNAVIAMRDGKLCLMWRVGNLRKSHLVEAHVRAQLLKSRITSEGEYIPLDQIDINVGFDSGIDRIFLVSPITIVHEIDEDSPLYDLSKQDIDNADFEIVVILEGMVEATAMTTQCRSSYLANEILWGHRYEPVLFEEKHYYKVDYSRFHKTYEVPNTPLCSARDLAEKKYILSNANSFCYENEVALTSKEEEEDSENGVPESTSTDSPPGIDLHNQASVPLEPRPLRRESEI
# Numbers without * were called inactive; i = inactive; . = no result given.
SMILES,KCNQ2 inh,CHT block,Kir21 inh
O=C(COC(=O)COc1ccc2ccccc2c1)NC1CCCc2ccccc21 (stereo not given),i,i,-0.15
CC1CCC(C(=O)NC(C(=O)N2CCN(c3ccccn3)CC2)C(C)C)CC1 (stereo not given),i,i,-0.64
CCOc1[nH]n(-c2ccccc2)c(=O)c1C=NCC(=O)OC,i,i,0.33
CCCS(=O)(=O)c1nc(S(=O)(=O)c2ccc(C)cc2)c(N2CCC3(CC2)OCCO3)s1,i,i,0.04
O=C(c1ccc(C(F)(F)F)cc1)C1CCCN(Cc2cccn2-c2ncccn2)C1 (stereo not given),i,i,1.6
O=C(CCCOc1ccc(Cl)cc1Cl)N/N=C/c1ccc(Cl)cc1,i,i,1.8
COc1ccc(N2CC(C(=O)Nc3ccc(S(=O)(=O)N4CCOCC4)cc3)CC2=O)cc1 (stereo not given),i,i,0.05
CCOc1ccccc1NC(=O)C(CC)Sc1nc2ccsc2c(=O)n1CCC(=O)O (stereo not given),i,i,0.82
COc1ccc2cc(C(N)=O)/c(=N/NC(=O)c3ccco3)oc2c1,i,i,0.61
CNC(=O)Cn1nc(-c2ccc(C)c(S(=O)(=O)N(C)C)c2)c2ccccc2c1=O,i,i,1.2
Cc1ccc(CNC(=O)C(C(=O)NCc2ccc(C)o2)c2ncc(C(F)(F)F)cc2Cl)o1,i,i,0.9
COc1cc(OC)c(/C=N/NC(=O)c2ccc([N+](=O)[O-])cc2)cc1Br,i,i,-0.02
O=C(COC(=O)CC(NC(=O)c1ccccc1Cl)c1ccccc1)Nc1cccc(F)c1 (stereo not given),i,i,0.92
COc1ccc(C(=O)NC(CC(=O)O)c2cc([N+](=O)[O-])ccc2Cl)cc1 (stereo not given),i,i,1.9
COCC(=O)Nc1ccc(S(=O)(=O)NCC2CCCO2)cc1 (stereo not given),i,i,1.3
COc1ccc(NC(=O)CC2C(=O)N(c3cccc(OC)c3)C(=O)N2Cc2ccco2)cc1 (stereo not given),i,i,0.91
O=C(NCc1ccncc1)c1ccc(Cl)c(S(=O)(=O)N2CCOCC2)c1,i,i,-0.99
O=C(Cc1nn[nH]n1)NCc1ccccc1Cl,i,i,0.6
O=C(Nc1cccc(Cl)c1)Nc1ccc2c(c1)C(=O)OC2,i,i,-0.17
CCOC(=O)c1oc2ccc(Br)cc2c1COC(=O)C1=COCCO1,i,i,-0.66
CCc1cccc(NS(=O)(=O)c2ccc3c(c2)NC(=O)CO3)c1,i,i,-0.38
CCOc1cnc(-c2ccccc2F)o1,i,i,-0.33
CCOc1ccccc1NC(=O)c1cnccn1,i,i,-0.13
O=C(COC(=O)C(Cc1ccccc1)NC(=O)c1ccco1)NC1CC1 (stereo not given),i,i,0.7
O=C(CSc1cccc2cccnc12)OCC(=O)c1ccc(Br)cc1,i,i,-0.83
Cn1c(OCc2ccc3c(c2)OCO3)nc2c1c(=O)n(Cc1cccc(Cl)c1)c(=O)n2C,i,i,1.2
COc1ccccc1OCCn1cc(/C=N/n2cnnc2)c2ccccc21,i,i,-1.8
CCOC(=O)c1nnn(-c2nonc2NC(C)=O)c1C,i,i,0.07
COc1ccc(NC(=O)c2c(N)no[n+]2[O-])cc1,i,i,1.1
CCN(CC)c1ccc(S(=O)(=O)N2CCCCC2)cc1NC(=O)C1=COCCO1,i,i,1.7
Cn1nnnc1SCC(=O)Nc1ncc(Cl)cc1Cl,i,i,-0.42
CCCCN(CC)CCCNC(=O)c1csc2c1CCCCC2,i,i,-1.2
CCC(=O)Nc1cc(C(=O)O)ccc1Sc1ccc(Cl)cc1,i,i,1.3
Cc1ccc2cc3cc(C(=O)N(CC(=O)NC4CCCC4)c4cccc(C)c4C)sc3nc2c1,i,i,-0.4
COc1ccc2c(c1)[nH]c1c(=O)n(CCC3=CCCCC3)cnc12,i,i,-1.7
COC(=O)c1ccc(NC(=O)Nc2ccc(F)c(Cl)c2)cc1,i,i,1.1
CCN1C(=O)CC(N2CCC(C(=O)N3CCOCC3)CC2)C1=O (stereo not given),i,i,0.7
CCCSC1=C(C#N)C(c2cccnc2)C(C(=O)OCC)=C(c2ccccc2)N1 (stereo not given),i,i,0.33
O=C(NCc1ccc(Cl)cc1)C(=O)NCC1OCCN1S(=O)(=O)c1ccc2c(c1)OCCO2 (stereo not given),i,i,0.1
O=C(Nc1ccccc1C(=O)O)c1cc(S(=O)(=O)NCc2ccccc2)ccc1Cl,i,i,0.67

# Whole records from above. Order of screens: KCNQ2 inh, CHT block, Kir21 inh
# `CCOc1cnc(-c2ccccc2F)o1` is listed as i, i, -0.33
# `COc1ccc(N2CC(C(=O)Nc3ccc(S(=O)(=O)N4CCOCC4)cc3)CC2=O)cc1` (stereo not given) is listed as i, i, 0.05
# `Cn1c(OCc2ccc3c(c2)OCO3)nc2c1c(=O)n(Cc1cccc(Cl)c1)c(=O)n2C` is listed as i, i, 1.2
# `COC(=O)c1ccc(NC(=O)Nc2ccc(F)c(Cl)c2)cc1` is listed as i, i, 1.1
# `COc1ccc(NC(=O)CC2C(=O)N(c3cccc(OC)c3)C(=O)N2Cc2ccco2)cc1` (stereo not given) is listed as i, i, 0.91

# The main list resumes with the 3 entries that preceded the break.
SMILES,KCNQ2 inh,CHT block,Kir21 inh
CCCSC1=C(C#N)C(c2cccnc2)C(C(=O)OCC)=C(c2ccccc2)N1 (stereo not given),i,i,0.33
O=C(NCc1ccc(Cl)cc1)C(=O)NCC1OCCN1S(=O)(=O)c1ccc2c(c1)OCCO2 (stereo not given),i,i,0.1
O=C(Nc1ccccc1C(=O)O)c1cc(S(=O)(=O)NCc2ccccc2)ccc1Cl,i,i,0.67
O=C(COC(=O)Cc1ccsc1)NC1CCCCCC1,i,i,2
O=C(N/N=C/c1cccnc1)c1cccc(Br)c1,i,i,-0.38
COCCNc1nnc(SC(C)C(=O)Nc2ccc(-c3nc4ccc(C)cc4s3)cc2)s1 (stereo not given),i,i,-0.25
Cc1ccc(-n2ncc3c(=O)[nH]cnc32)c(C)c1,i,i,-0.79
COC(=O)c1cc2ccsc2n1CC(=O)Nc1ccc(N(C)C)cc1,i,i,1.5
Cc1oc2cc3oc(=O)c(CC(=O)NCCC(=O)O)c(C)c3cc2c1C,i,.,-1.1
COc1cccc(NC(=S)NCc2cccnc2)c1,i,i,0.32
COc1ccccc1N1CCN(C(=O)CSc2nc3ccccc3o2)CC1,i,i,0.01
O=C(COC(=O)c1cc(-c2ccccc2Cl)nc2ccccc12)Nc1ncc(C(F)(F)F)cc1Cl,i,i,-0.97
CCC(=O)C1=C(N2CCCC2)CC(C)(C)CC1=O,i,i,0.49
COc1ccc(N(CC(=O)Nc2ccc(C)c(C)c2)S(=O)(=O)c2c(C)n[nH]c2C)cc1,i,i,-2.1
CCCn1cc(CN2CCc3ccc(NC(=O)C4CCCO4)cc3C2)c(C)n1 (stereo not given),i,i,-0.24
C=CCn1c(SCc2ccc(Cl)cc2)nc2c1c(=O)[nH]c(=O)n2C,i,i,-0.69
Cc1ccnc(NC(=S)NC(=O)/C=C/c2ccco2)c1,i,i,2.1
Cc1nc2c(-c3ccc(F)cc3)cnn2c2c1CCC2,i,i,1.6
Cc1ccc(-c2ccc(SCC(=O)N3CCN(c4ccccc4)CC3)nn2)cc1,i,i,-1.4
CCCCC[C@H](O)/C=C/C1=C(CCCCCCC(=O)O)C(=O)CC1,i,i,-0.08
Cc1cccc(C)c1NC(=O)C(=O)NCC1CCCN1S(=O)(=O)c1cccs1 (stereo not given),i,i,2.6
CC(C)C[C@@H]1NC(=O)[C@H](C(C)C)NC(=O)c2cc([N+](=O)[O-])cc(I)c2NCC[C@@H](C(N)=O)NC1=O,i,i,0.41
COc1ccc(C2(c3ccc(OC)cc3)NC(=O)N(CC(=O)N(C)C)C2=O)cc1,i,i,0.39
Cc1nc(/C=C\C(=O)O)c2cc(C)oc2n1,i,i,-0.07
O=S(=O)(/C=C/c1ccccc1)N1CCN(c2nc(-c3cccnc3)nc3ccccc23)CC1,i,i,0.02
COC(=O)CN(c1ccc(C)cc1)S(=O)(=O)c1c(C)[nH]c(=O)[nH]c1=O,i,i,-0.15
COC(=O)c1sc(N(C)C)c(C#N)c1-c1ccccc1,i,i,-2.5
Cc1cc(C)cc(NC(=O)CN2CCN(c3ccccn3)CC2)c1,i,i,-0.29
Cc1ccc(S(=O)(=O)c2nc(S(=O)(=O)c3ccc(C)cc3)c(N3CCN(CCO)CC3)s2)cc1,i,i,-0.19
CCN=c1sc(C(=O)NCCc2ccccc2)cc(=O)n1CC,i,i,1.4
COc1ccc(F)cc1C(=O)C1CCCN(C(=O)C2=C(C)OCCO2)C1 (stereo not given),i,i,1.1
CC(/C=N/N1CCN(c2ccccc2)CC1)=C\c1ccco1,i,i,0.73
CCOC(=O)CCc1c(C)c2ccc(OCc3cc([N+](=O)[O-])ccc3OC)c(C)c2oc1=O,i,i,0.55
Cc1ccc(S(=O)(=O)/N=C(/c2ccccc2)N(C)c2ccc(O)cc2)cc1,i,i,-0.01
C#CCOCCOCCOCCNc1nc(N2CCOCC2)nc(N2CCN(C(=O)[C@H]([C@@H](C)CC)n3cc([C@@H](N)CC(C)C)nn3)CC2)n1,i,i,-0.61
Cc1[nH]cc(Br)c(=O)c1Oc1ncc(C(F)(F)F)cc1Cl,i,i,0.14
Cc1cccc(-c2c3c(=O)n(C)c(=O)n(C)c3cn2-c2ccccc2O)c1,i,i,0.27
Cc1ccc(N(CC(=O)NCc2ccccc2)C(=O)CCC(=O)Nc2nccs2)cc1,i,i,1.4
COc1cc2ncnc(NCc3ccc(C)o3)c2cc1OC,i,i,-0.54
COc1ccccc1C(=O)Nc1ccc(S(=O)(=O)Nc2onc(C)c2C)cc1,i,i,-0.03
COc1ccc(NC(=S)Nc2ccccc2)c(OC)c1,i,i,2.1
CN(C)c1ccc(C(=S)NCc2ccco2)cc1,i,i,-0.16
CC(=O)c1ccc(C(=O)NC2CCCN(Cc3ccc(Cl)cc3)C2)s1 (stereo not given),i,i,0.77
CC1CCN(c2c(NCC3CCC(C(=O)NCc4ccccc4)CC3)c(=O)c2=O)CC1 (stereo not given),i,i,-0.24
COc1cc(SC)ccc1C(=O)Nc1cc(C)ccn1,i,i,-0.26
COc1ccc(C(Nc2ccc(S(=O)(=O)N3CCOCC3)cc2)C(=O)NCCC(C)C)cc1OC (stereo not given),i,i,-0.42
CCCN(CC1CC1)C(=O)CSc1ncnc2sccc12,i,i,-1.5
CC(=O)c1ccc(OCc2cc(C(=O)N(C)C3CCOC3)no2)cc1 (stereo not given),i,i,0.62
COc1cc(/C=N/N2CCN(Cc3ccc(Cl)cc3)CC2)ccc1OC(C)=O,i,i,0.38
CC(NC(=O)C1CCCCC1)C(c1cccs1)N1CCOCC1 (stereo not given),i,i,-1.6
Cn1cccc1Cc1nnc(SCC(=O)N2CCCC2)n1CCc1ccccc1,i,i,0.22
Cc1ccc(-c2nn(-c3cc(N4CCNCC4)ccc3[N+](=O)[O-])c(=O)c3ccccc23)cc1,i,i,-4.2*
O=C(NCCSc1ccc(Cl)cc1)c1ccco1,i,i,-0.16
Cc1ccc(S(=O)(=O)/N=C(/c2ccccc2)N2CCOCC2)c(C)c1,i,i,-0.88
S=c1[nH]nc(-c2n[nH]c3c2CCC3)n1/N=C/C=C/c1ccccc1,i,i,0.03
CCN(CC)CCn1c(SCC(=O)NCc2ccco2)nc2c(sc3ccccc32)c1=O,i,i,0.1
c1ccc(Nc2nc(N3CCCCC3)nc(N3CCNCC3)n2)cc1,i,i,-2.2
CC(C)C(=O)Nc1ccc(Nc2ccccc2)cc1,i,i,2
CCOC(=O)C1=NN(c2ccccc2)C2=NC(C)=C(C(=O)OC)C(c3ccc(C)cc3)N12 (stereo not given),i,i,0.49
COc1ccc(/C=C(\C#N)c2nc3ccc(C)cc3[nH]2)cc1Oc1ccc(C(F)(F)F)cc1[N+](=O)[O-],i,i,-1.6
CCOC(=O)c1c(C)nc(C)c(C(=O)OCC)c1-c1ccc(OC)cc1,i,i,-1.3
O=C(NNC(=O)C1CCCCC1)c1ccc(Br)cc1,i,i,-0.08
O=C(CN1CCC(Cc2ccccc2)CC1)NC(=O)NC1CCCCC1,i,i,-1.1
# New compounds follow
SMILES,KCNQ2 inh,CHT block,Kir21 inh
CN(C)c1ccc(C2=NOC(CN3C(=O)c4ccccc4S3(=O)=O)C2)cc1 (stereo not given),i,i,0.75
O=C(/C=C/c1cccs1)c1ccc([N+](=O)[O-])cc1,i,i,2.1
CSc1nsc(SC)c1C(=O)Nc1ccc(Cl)cc1,i,i,0.63
O=C(NC(=S)Nc1ncc(Br)cc1Br)c1ccccc1,i,i,1.5
O=C1CC(NCc2ccc3c(c2)OCO3)C(=O)N1CCc1ccccc1 (stereo not given),i,i,-0.27
COC(=O)c1ccccc1NC(=S)N(Cc1ccc2c(c1)OCO2)Cc1cc2ccc(OC)cc2[nH]c1=O,i,i,0.01
CC(C)COc1ccc(C(=O)NCc2ccco2)cc1,i,i,1.8
O=C(c1ccc(NC(=S)Nc2ccc(F)cc2F)cc1)N1CCOCC1,i,i,1.4
O=c1oc(-c2cccs2)nc2ccccc12,i,i,-0.68
O=C(NCCc1ccc(Cl)cc1)C1COc2ccccc2O1 (stereo not given),-6*,i,-4.7*
COc1ccc(NC2=C(Cl)C(=O)N(c3ccccc3)C2=O)c(OC)c1,i,i,1.2
COc1cccc(OCCn2ccnc2)c1,i,i,-1.3
O=[N+]([O-])c1cccc(/C=N/n2c(-c3cccnc3)n[nH]c2=S)c1,i,i,-0.34
CCC(=O)N1CCc2cc(S(=O)(=O)CCC(=O)N(C)c3ccc(OC)cc3)ccc21,i,i,1.1

# Screens as filed in PubChem BioAssay.

# An unsorted share of the library; 2.6% or so of the library scored in one or more.
